Compound activity from PubChem.
All columns: NCI-60 one-dose screen, growth in % after 48 h at 10 µM unless noted; 100 = growth as untreated, 0 = no growth, -100 = all killed.
786-0: 786-0 renal cancer cells; actives 5.1% (n = 81,000)
SN12C: SN12C renal cancer cells | actives 3.8% (n = 81,000) | AID 1794767
UO-31: UO-31 renal cancer. actives 5.2% (n = 81,000). AID 1794768
ACHN: ACHN renal cancer; AID 1794771; actives 4.9% (n = 81,000)
RXF_393: RXF 393 renal cancer cells. actives 6.9% (n = 77,000)
A498: A498 renal cancer cells; AID 1794774; actives 5.4% (n = 76,000)
CAKI-1: CAKI-1 renal cancer; actives 4.7% (n = 75,000)
DU-145: DU-145 prostate cancer. AID 1794760. actives 4.2% (n = 81,000)
TK-10: TK-10 renal cancer cells; AID 1794769; actives 3.9% (n = 81,000)
The depositor's hits bear a star; / = no result given. How the source made its calls: active means growth percent below 10; inactive means the rest.

SMILES 786-0 SN12C UO-31 ACHN RXF_393 A498 CAKI-1 DU-145 TK-10
CC(=O)Nc1ccc(C(=O)O)cc1 102 106 77 100 121 110 98 117 123
CC(C)C[C@@H](CN)CC(=O)O 106 95 90 98 107 114 97 / 123

Not all compounds are listed; count on the stated rates, not on these rows.
